Screens (PubChem)
Avidin bead fluor: compound fluoresces at 488/530 nm on avidin beads. compound fluorescence 488/530 nm, flow cytometry; active compounds read high. fluorescence (KMESF) at 10 µM. 220,000 compounds, 0.38% hits; in the data active = fluorescence above about 47; note: inactives centre near 10
Mcl1-Noxa inh: Mcl-1/Noxa interaction inhibition | Q07820 | TR-FRET Mcl-1/Noxa peptide binding, 2 h | inhibition, % at 21.7 µM | 220,000 compounds, 1.5% hits | AID 1022;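 active = compounds that cut the protein-peptide binding signal by more than 50% relative to plate controls in a single-dose test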;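 note: His-tagged Mcl-1 with rhodamine Noxa BH3 peptide and terbium anti-His antibody; 0% = Mcl-1 plus Noxa peptide wells and 100% = peptide-only wells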
Target sequence (Q07820 whole entry, looked up): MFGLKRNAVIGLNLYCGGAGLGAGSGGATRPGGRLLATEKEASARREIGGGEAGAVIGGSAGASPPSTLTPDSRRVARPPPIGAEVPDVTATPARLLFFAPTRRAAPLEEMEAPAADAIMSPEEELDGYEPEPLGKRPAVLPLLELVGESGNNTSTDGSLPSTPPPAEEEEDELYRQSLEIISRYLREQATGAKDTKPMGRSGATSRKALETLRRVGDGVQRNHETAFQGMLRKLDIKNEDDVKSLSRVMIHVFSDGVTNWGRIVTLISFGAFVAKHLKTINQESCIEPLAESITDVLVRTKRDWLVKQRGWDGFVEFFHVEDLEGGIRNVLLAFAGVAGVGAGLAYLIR
Mcl1-Bid inh: disrupts binding of human Mcl-1 to Bid peptide. AID 1021. TR-FRET Mcl-1/Bid-Dy647 peptide binding, 1536-well. 220,000 compounds, 0.97% hits. Q07820. inhibition, % at 21.7 µM;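 active = compounds that cut the binding signal by more than half at the single screening dose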;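 note: His-tagged Mcl-1 with europium anti-His antibody binding Bid BH3 peptide; 0% = Mcl-1 plus peptide wells and 100% = peptide-only wells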
Starred values were filed as active, the others as inactive. Only part of the results is shown, so the mix of outcomes need not match the whole.

SMILES	Avidin bead fluor	Mcl1-Noxa inh	Mcl1-Bid inh
O=C1c2cc(Cl)ccc2OC2(CCNCC2)C12CC(c1ccc(Cl)cc1)=NO2 (stereo not drawn)	7	-6.8	-19.0
COC(=O)CCC(=O)OC1(C)C(=O)C2=CN(C3CCCC3)C(c3ccc(OC)cc3)=CC2=C(Br)C1=O (stereo not drawn)	8	16.7	-73.5
O=C(Nc1ccc(Br)c2ccccc12)c1ccc2ccccc2c1O	4	20.1	-6.7
COC(=O)[C@@H]1C[C@@]2(O)[C@@H](O)[C@@H](O)[C@@H](O)C[C@H]2N1Cc1ccc(C(F)(F)F)cc1	8	-25.7	-32.0
CN=C1C=C/C(=N/N=c2\ccn(O)cc2C)C=C1C	4	-2.4	-44.2
CC(=O)Nc1cccc(NC(=O)CSc2nn3c(=O)c(C)nnc3s2)c1	7	-60.7	-146.1
C=C(C)C(=O)Nc1cccc(C2=NOC3(C2)C[C@@H](C(N)=O)N(C(=O)C2(C)CC2)C3)c1 (stereo partly drawn)	8	60.5*	-117.6
C[C@@H]1CC=C[C@H]2[C@H]1C(=O)N(Cc1ccccc1)[C@H]2c1ccc(-c2cc3ccccc3s2)cc1F	8	-3.7	-46.8
COc1ccc(SC[C@H](CC(C)C)N2CCN(C)CCC2=O)cc1	8	-11.2	-90.4
COc1ccc(C2/C=C\CN(C(=O)Nc3ccccc3-c3ccccc3)CC(=O)N2Cc2ccc(F)cc2)cc1 (stereo not drawn)	18	0.0	-17.8
CC(=O)Oc1cc2c(C(=O)NCc3ccncc3)c(C)oc2c2ccccc12	10	1.4	-58.6
COC(=O)CCCC1=CC2=CC(=O)C(C)(OC(=O)c3cccs3)C(=O)C2=CN1C1CCCC1 (stereo not drawn)	9	-0.4	-97.1
Cc1cnc(SCc2ccc(Cl)cc2Cl)[nH]c1=O	8	5.4	-1.9
CC1(C)CCSC(/C=C/c2ccccc2)=N1	3	7.1	-3.5
O=C(Nc1ccc2[nH]c(=S)sc2c1)Nc1ccccc1F	11	55.5*	-147.1
COc1ccc(C[C@H]2CN3C(=NC[C@@H]3Cc3ccc(O)cc3)N2C[C@H](C)NC(=O)CCC2CCCCC2)cc1	14	-0.7	-48.2
O=C1c2cc(Cl)ccc2OC2(CCNCC2)C12CC(c1ccccc1)=NO2 (stereo not drawn)	17	0.4	-15.7
CC1CC(OC(=O)CN2CCCCC2)CC(C)(C)C1 (stereo not drawn)	11	0.6	3.2
COc1cc(OC)c2ccc(=O)oc2c1C(CCN1CCCC1)c1ccc2c(c1)OCO2 (stereo not drawn)	21	18.1	-14.2
CC1CCCN(c2ncnc3c2cnn3-c2ccc(Cl)cc2)C1 (stereo not drawn)	8	-6.3	-21.2
Cc1c(N2CCCC2)cc2c(c1NC(=O)c1ccccc1Cl)C(C)(C)CC2(C)C	7	0.7	-3.1
O=c1cc(-c2cccc(Cl)c2)oc2cccc(O)c12	7	1.8	-48.9
Fc1cccc(-n2c(-c3cccs3)nc3nc4ccccc4nc32)c1	8	3.9	39.6
CC(C)CCn1c(NCCc2ccccc2)nc2c1c(=O)n(C)c(=O)n2C	11	11.2	-118.5
Brc1ccc(-c2csc(Nc3nc(-c4ccc(Br)cc4)cs3)n2)cc1	3	1.2	-16.1
O=C(Nc1ccc(F)cc1)OCCOc1ccc([N+](=O)[O-])cc1	5	-3.7	1.7
Nc1cc([N+](=O)[O-])ccc1Nc1ccc(O)cc1	6	71.9*	-234.4
c1ccc(CSc2nnc3c4ccccc4c4ccccc4c3n2)cc1	9	-0.2	-59.2
CCOCCCNC(=O)/C(C#N)=C/c1cc(Br)c(O)c(Br)c1	3	33.0	-3.5
CCOc1ccc(N2C(=O)/C(=C/c3ccccn3)SC2=S)cc1	7	7.3	1.1
CCN(CC)CCC(c1ccc2c(c1)OCO2)c1c(O)cc(OC)cc1OC (stereo not drawn)	8	10.7	-54.0
CC1=CC(C/C(C)=C/COc2ccc3ccc(=O)oc3c2)OC1=O (stereo not drawn)	8	17.4	-57.5
Cn1c(C(=O)c2ccncc2)cc2ccccc21	2	15.2	-5.5
CC1(C)N=C(N)N=C(N)N1c1ccc(OCCCOc2ccccc2)c(Cl)c1	8	3.3	0.1
COC(=O)c1ccc(C23CC4(C2)[C@H](CN(C)[C@@H]4c2ccccc2)C3c2ccccc2)cc1 (stereo partly drawn)	9	12.8	-51.8
COc1ccc(C2=NOC(C)(c3nnc(-c4ccc(F)cc4)o3)C2)cc1 (stereo not drawn)	8	-7.6	-34.6
C=CC(COCc1ccccc1)N(Cc1ccc(OC)cc1)S(=O)(=O)c1ccccc1Br (stereo not drawn)	7	4.5	-42.1
C(=C\c1nccc2c1[nH]c1ccccc12)/c1ccccc1	3	13.2	-10.1
CC(C)[C@H](CO)Nc1nc(Nc2ccc(Cl)c(C(=O)O)c2)c2ncn(C(C)C)c2n1	8	19.5	-20.1
C=C1CCN([C@@H](C)C(=O)NCc2ccc(Cl)cc2)S(=O)(=O)c2ccccc21	8	10.0	-43.9
O=C1c2ccccc2C(O)(c2ccccc2)N1c1ccncc1 (stereo not drawn)	10	-8.0	-53.4
COc1c(CC=C(C)C)cc(C2CC(=O)c3c(O)cc(O)cc3O2)cc1CC=C(C)C (stereo not drawn)	6	0.5	-73.5
NC(=O)CC(NC(=O)Cc1ccc(Br)cc1)c1ccc(NC2CCC2)c([N+](=O)[O-])c1 (stereo not drawn)	7	50.6*	-49.6
COc1ccccc1/C=C(/C#N)C(=O)O	4	34.4	-11.1
CCCCC1=CC2=C(c3ccco3)C(=O)C(C)(OC(=O)c3ccc(OC)cc3)C(=O)C2=CN1Cc1ccco1 (stereo not drawn)	9	37.4	-93.6
COc1cc2nc(CN3CCN(C(c4ccccc4)c4ccccc4)CC3)[nH]c(=O)c2cc1OC	7	-22.6	-53.1
O=C(Nc1csnn1)c1csnn1	7	-22.6	-29.2
O=C(N=Nc1c(O)n(C2OC(=O)c3ccccc32)c2ccccc12)c1ccco1 (stereo not drawn)	7	46.5	45.2
Cc1nc2c(O)cccc2cc1CO	8	-38.8	-47.9
C#CCOCCOCCOCCNc1nc(N2CCN(C(=O)[C@H](Cc3ccc(O)cc3)n3cc([C@@H](N)C(C)CC)nn3)CC2)nc(N2CCN(C(=O)[C@H](Cc3cc4ccccc4[nH]3)n3cc([C@@H](N)Cc4ccc(O)cc4)nn3)CC2)n1 (stereo partly drawn)	8	29.5	-38.4
CCCCNCC1CCCO1 (stereo not drawn)	6	3.8	-14.2
O=C1CCCC1C(=O)Nc1ccc2ccccc2c1 (stereo not drawn)	6	-11.1	-17.6
Cn1c(N)c(C(=O)/C=C/c2ccccc2)c(=O)[nH]c1=O	7	-12.6	-30.2
NCc1c(O)ccc2ccccc12	4	9.9	-32.9
N[C@@H](CO)c1cn([C@@H](Cc2cc3ccccc3[nH]2)C(=O)N2CCNCC2)nn1	9	-10.6	-94.9
COCCNc1nc(-c2cc(-c3ccc(Cl)cc3)on2)cc(C(C)C)n1	11	13.5	19.5
O=c1nccc(SCc2ccc(Cl)cc2Cl)[nH]1	7	-5.1	-34.9
CCOC(=O)c1[nH]c2ccccc2c1NC(C)=O	8	6.1	-71.7
CC(=O)C1C(c2ccc(O)cc2)NC(=O)NC1(O)C(F)(F)F (stereo not drawn)	8	13.2	-61.0
CCCCCc1cc(=O)oc2c(C(CCN3CCCC3)c3cc(OC)c(OC)c(OC)c3)c(OC)cc(OC)c12 (stereo not drawn)	16	-3.0	-49.4

One compound at a time (already shown). Order of screens: Avidin bead fluor	Mcl1-Noxa inh	Mcl1-Bid inh
N[C@@H](CO)c1cn([C@@H](Cc2cc3ccccc3[nH]2)C(=O)N2CCNCC2)nn1 is listed as 9	-10.6	-94.9
C#CCOCCOCCOCCNc1nc(N2CCN(C(=O)[C@H](Cc3ccc(O)cc3)n3cc([C@@H](N)C(C)CC)nn3)CC2)nc(N2CCN(C(=O)[C@H](Cc3cc4ccccc4[nH]3)n3cc([C@@H](N)Cc4ccc(O)cc4)nn3)CC2)n1 (stereo partly drawn) is listed as 8	29.5	-38.4
O=c1nccc(SCc2ccc(Cl)cc2Cl)[nH]1 is listed as 7	-5.1	-34.9
CCOC(=O)c1[nH]c2ccccc2c1NC(C)=O is listed as 8	6.1	-71.7
Cn1c(N)c(C(=O)/C=C/c2ccccc2)c(=O)[nH]c1=O is listed as 7	-12.6	-30.2

Next part:
SMILES	Avidin bead fluor	Mcl1-Noxa inh	Mcl1-Bid inh
CC(C)(C)C1=CC=C(C(C)(C)C)C(=O)C1=O	4	88.8*	16.7
CN(C)c1ccc(/C=C(\C#N)c2ccccc2)cc1	5	40.4	-115.0
Cn1cc(NC(=O)c2cc(NC(=O)c3cc(NC=O)cn3C)cn2C)cc1C(=O)NCCC(=N)N	7	28.5	-91.2
Cc1ccc2c(c1)C(=O)CC1(CCC(C(C)(C)C)CC1)O2 (stereo not drawn)	8	-15.7	1.6
COC(=O)CCCC1=CC2=C(c3ccccc3)C(=O)C(C)(OC(=O)C3CCCC3)C(=O)C2=CN1C1CC1 (stereo not drawn)	7	0.6	-90.2
Cc1ccc([N+](=O)[O-])cc1NC(=O)Nc1onc(C)c1C	5	7.5	-17.2
NC(N)=Nc1nc2ccccc2o1	4	-3.2	-2.7
C=CCNC(=S)NCCO	7	-16.4	-23.5
COC(=O)C1C(O)C(C)C(O)C(C)(O)/C=C\C=C(/C)C(=O)Nc2c(C)c(OC(C)=O)c3c(c2O)C(=O)C(C)=C2OCOC(=C23)/C(C)=C/C(C)(O)C(O)C(C)C1O (stereo not drawn)	32	1.6	-55.3
CN(C)c1nc(=NCc2ccco2)ss1	1	31.4	-11.0
CSc1nc(Cl)cc(=O)[nH]1	8	-1.4	-43.5
O=c1[nH]c2cc3c(cc2cc1CN(CCO)S(=O)(=O)c1ccccc1)OCCO3	8	13.3	-5.7
Cc1ccc([N+](=O)[O-])cc1NC(=O)Nc1cccc(F)c1	7	7.1	-7.7
COc1cc2c(c(O)c1OC)-c1c(cc(OC)c(OC)c1OC)C[C@@H](C)[C@@H](C)C2	10	-2.4	-22.7
O=C1C=C(O)c2cccc(O)c2C1=O	10	60.3*	-77.7
COc1ccc(C(=O)Oc2ccc[nH]c2=O)cc1	45	-7.9	-24.6
Cc1ccc2c(c1)COc1c3ccc(C(=O)NCCO)cc3nn1-2	8	-1.7	-63.3
Cn1c(=NC(=O)COc2ccccc2)sc2cc(F)cc(F)c21	7	13.0	-4.6
Cc1cccc(-n2ncc3c(N4CCC5(CC4)OCCO5)ncnc32)c1	8	5.1	-47.0
O=C(CSc1nc2ccc([N+](=O)[O-])cc2s1)c1ccc2ccccc2c1	0	3.6	-11.3
CCn1cc(S(=O)(=O)CC(=O)Nc2ccc3c(c2)OCO3)c2ccccc21	8	-3.1	-27.0
Cc1c(Cl)cccc1Nc1ncccc1C(=O)OCC(O)CO (stereo not drawn)	8	-7.0	-62.7
COc1cc(-c2cc(=O)c3c(O)c(OC)c(OC)cc3o2)cc(OC)c1O	7	-11.0	-65.5
O=c1ccn(Cc2ccccc2)c2ccccc12	9	21.2	6.4
NC(=O)c1ccc(Cl)c2ccccc12	4	13.9	-2.2
C=CCn1c(O)c(C2=c3ccccc3=NC2=O)sc1=Nc1ccc(O)cc1	8	52.4*	-14.6
COCCNC(=O)c1onc(CSc2cc(C)cc(C)c2)c1C(=O)NCCOC	9	8.5	-23.1
Cc1cc(NC(=O)c2ccccc2)c(Cl)cc1N	7	5.9	-131.4
O=[N+]([O-])c1ccc2[nH]c3nc4ccccc4nc3c2c1	5	64.0*	35.6
C[C@@H](CO)NC(=O)c1ccc2c3n(nc2c1)-c1ccc(Cl)cc1CO3	14	18.1	-67.3
C=CCNC(=S)N1CCN(c2ccccc2Cl)CC1	8	-3.5	-32.3
Cc1cc(Nc2c(C)n(C)n(-c3ccccc3)c2=O)n2c(nc3cc(F)c(F)cc32)c1C#N	8	16.6	-30.1
C(=C\c1ccc(/C=C/c2ccccc2)nn1)/c1ccccc1	6	-10.2	6.0
C/C(=N\NC(=O)c1ccc2nc[nH]c2c1)c1ccc([N+](=O)[O-])cc1	8	13.2	10.7
COc1cc(O)c(C(CC(=O)N2CCOCC2)c2cc(OC)c(OC)c(OC)c2)c(OC)c1 (stereo not drawn)	19	-2.5	-55.7
O=C1NC[C@H](Cc2ccccc2)N(CC2CCCCC2)C1=O	6	8.9	-31.6
COC(=O)c1cc(OC)cc(O)c1C(=O)c1c(O)cc(C)cc1O	20	28.0	20.9
CC(C)(C)c1ccc(OC(=O)Nc2ccc(O)c(C(=O)O)c2)cc1	8	28.8	-37.5
CCn1c2ccccc2c2c3ncc4cccn4c3ccc21	6	-12.5	-10.4
C[C@]12CCC3c4ccc(OCC(=O)O)cc4CCC3C1CCC2=O (stereo partly drawn)	8	5.7	-11.3

Ordered by value in Mcl1-Bid inh (smallest number first): 3 of the compounds above
SMILES	Avidin bead fluor	Mcl1-Noxa inh	Mcl1-Bid inh
NCc1c(O)ccc2ccccc12	4	9.9	-32.9
O=C1CCCC1C(=O)Nc1ccc2ccccc2c1 (stereo not drawn)	6	-11.1	-17.6
CCn1c2ccccc2c2c3ncc4cccn4c3ccc21	6	-12.5	-10.4

New compounds follow:
SMILES	Avidin bead fluor	Mcl1-Noxa inh	Mcl1-Bid inh
CCOC(=O)c1ccc(NC(=O)c2nc[nH]c2C(=O)NCC(=O)OC(C)(C)C)cc1	8	-13.5	25.5
CC#CCN1c2ccccc2[C@]23C[C@@H](C(=O)OC)N(C(=O)OCC)C2=NC(C(=O)OC)=C(C(=O)OC)[C@H]13	12	10.1	-9.5
COCCNc1nc(-c2cc(-c3ccccc3)on2)cc(C(C)C)n1	9	-3.3	8.1
COc1ccc(C2CC(=O)Oc3c(C(CCN4CCCC(C)C4)c4ccc(N(C)C)cc4)c(OC)cc(OC)c32)cc1 (stereo not drawn)	17	14.9	-98.0
